# Tb PGK inh: qHTS Assay to Find Inhibitors of Phosphoglycerate Kinase | AID 602233, 2012 | PGK/GAPDH coupled, Kinase-Glo luminescence, 60 min | 380,000 tested, 0.043% active | Potency, µM (series often up to 57.5 µM), for the others: top-dose activity change, negative = inhibition, usual class: inhibitors | Phosphoglycerate kinase, glycosomal (Trypanosoma brucei brucei), P07378; note: potency is the fitted concentration of half-maximal effect; % is set by controls: 0 for no effect and ±100 for the full control effect; nearly all actives have a fitted effect of over 60% in size
#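 Luminescent ATP detection (Kinase-Glo Plus) follows a 60-minute room-temperature incubation, with wells lacking PGK as controls. Buffer: 100 mM TEA (pH 7.6), 5 mM MgCl2, 0.01% Tween-20. Coupling enzyme GAPDH (100 nM final) supplies unstable 1,3-BPG in-well.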
# BLM helicase inh: qHTS Assay for Inhibitors of Bloom's syndrome helicase (BLM); recombinant BLM DNA unwinding, fluorescence dequenching; Potency, µM (series often up to 56.1 µM), for the others: top-dose activity change, negative = inhibition, actives largely listed as inhibitors; 350,000 tested, 0.2% active; AID 2528, 2010;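 note: potency is the fitted concentration of half-maximal effect; plate controls were vehicle for no effect and no enzyme for full effect; nearly all actives have a fitted effect of over 35% in size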
# APEX1 inh: qHTS Assay for Inhibitors of the Human Apurinic/apyrimidinic Endonuclease 1 (APE1); DNA repair nuclease/redox regulator APEX1 (Homo sapiens), P27695; recombinant APE1, TAMRA/BHQ-2 abasic DNA cleavage fluorescence; Potency, µM (series often up to 65.8 µM), for the others: top-dose activity change, negative = inhibition, most hits filed as inhibitors; 350,000 tested, 0.35% active;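 note: potency is the fitted concentration of half-maximal effect; plate controls were vehicle for no effect and reference inhibitor for full effect; nearly all actives have a fitted effect of over 55% in size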
#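 Enzyme (0.75 nM final) and test compound are incubated 15 min at room temperature before adding 50 nM quenched THF abasic-site duplex. Cleavage dequenches TAMRA, followed at 525/598 nm over three reads one minute apart.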
# POLB inh: qHTS Assay for Inhibitors of DNA Polymerase Beta | Potency, µM (series often up to 114 µM), without a hit: at the highest dose activity change, negative = inhibition, usual class: inhibitors | AID 485314, 2010 | 340,000 tested, 1.3% active | Pol beta primer extension/strand displacement, fluorescence kinetic | P06746; note: potency is the fitted concentration of half-maximal effect; % is set by controls: 0 for no effect and ±100 for the full control effect
#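 Enzyme-only controls used 10 nM Pol beta; buffer lacking enzyme served as negative control. Compound preincubated 15 min, then 50 nM substrate added; 0 and 10 min reads at room temperature.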
# Anesthetic bind: qHTS Assay for Identification of Novel General Anesthetics | apoferritin/1-aminoanthracene competitive binding, fluorescence | Potency, µM (titrated, usually from 77.5 µM), inactives show at the top dose activity change, negative = displacement, usual class: inhibitors | 350,000 tested, 0.074% active | AID 485281, 2010; note: potency is the fitted concentration of half-maximal effect; % is set by controls: 0 for no effect and ±100 for the full control effect; nearly all actives have a fitted effect of over 20% in size
# Target sequence (P02791 2-175 limits assumed): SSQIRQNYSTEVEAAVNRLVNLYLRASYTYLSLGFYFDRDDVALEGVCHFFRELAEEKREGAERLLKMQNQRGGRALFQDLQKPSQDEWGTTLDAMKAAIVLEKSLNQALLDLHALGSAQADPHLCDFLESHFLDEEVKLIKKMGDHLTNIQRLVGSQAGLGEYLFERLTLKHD
#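 Horse-spleen apoferritin (10 uM) in 50% saturated 1-aminoanthracene in PBS was incubated 10 min at room temperature with compound. Fluorescence (ex 380, em 535 nm) was normalized to free and bound 1-AMA, with concentration-response fitted by a four-parameter Hill equation.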
# POLI inh: qHTS for Inhibitors of Polymerase Iota; DNA polymerase iota (Homo sapiens), Q9UNA4; Pol iota fluorescent replication assay, 10 min; Potency, µM (highest dose often 115 µM), without a hit: at the top dose activity, negative = inhibition, usual class: inhibitors; 390,000 tested, 1% active; note: potency is the fitted concentration of half-maximal effect
#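 Pol iota at 10 nM preincubated 15 min with compounds at room temperature; reaction started with fluorescent substrate, 50 nM final. Fluorescence read kinetically at 0 and 10 min; buffer-only wells as negative control.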
# Pol eta inh: qHTS for Inhibitors of Polymerase Eta | DNA polymerase eta (Homo sapiens), Q9Y253 | recombinant Pol eta, fluorescent DNA replication assay | Potency, µM (highest dose often 114 µM), without a hit: at the top dose activity change, negative = inhibition, hits mostly inhibitors | 390,000 tested, 1.2% active | AID 588591, 2011; note: potency is the fitted concentration of half-maximal effect; % is set by controls: 0 for no effect and ±100 for the full control effect
# Target sequence (Q9Y253 whole entry, looked up): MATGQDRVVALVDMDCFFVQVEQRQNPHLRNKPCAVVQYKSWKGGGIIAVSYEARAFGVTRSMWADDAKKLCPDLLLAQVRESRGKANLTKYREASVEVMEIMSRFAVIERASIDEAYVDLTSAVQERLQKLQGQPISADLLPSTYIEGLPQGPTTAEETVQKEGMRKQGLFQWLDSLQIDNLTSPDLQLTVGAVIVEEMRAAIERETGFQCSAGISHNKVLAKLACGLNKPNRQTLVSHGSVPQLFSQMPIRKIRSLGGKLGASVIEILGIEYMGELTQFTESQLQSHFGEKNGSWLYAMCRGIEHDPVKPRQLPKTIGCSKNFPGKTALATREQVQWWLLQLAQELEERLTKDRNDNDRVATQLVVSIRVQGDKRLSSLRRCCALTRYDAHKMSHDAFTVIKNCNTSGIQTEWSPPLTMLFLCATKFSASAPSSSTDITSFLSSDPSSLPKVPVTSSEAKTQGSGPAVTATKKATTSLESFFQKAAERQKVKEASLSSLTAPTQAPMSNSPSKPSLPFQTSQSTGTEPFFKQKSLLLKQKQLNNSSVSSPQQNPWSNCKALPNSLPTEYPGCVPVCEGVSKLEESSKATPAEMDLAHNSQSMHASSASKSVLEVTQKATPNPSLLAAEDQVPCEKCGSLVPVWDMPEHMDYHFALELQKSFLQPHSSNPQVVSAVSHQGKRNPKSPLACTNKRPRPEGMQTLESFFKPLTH
#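 Pol eta at 10 nM preincubated with compounds 15 min at room temperature; reaction started with fluorescent substrate (50 nM final) and read kinetically at 0 and 10 min.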
# RXFP1 antagonist: qHTS Assay for Antagonists of the Relaxin Receptor RXFP1 | activity change, negative = inhibition, % at 57.5 µM | 350,000 tested, 0.59% active | HEK293-RXFP1, relaxin-stimulated cAMP HTRF, 30 min; active compounds read low | AID 1259400, 2018;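 active = activity change of -60% or lower, but not beyond a set lower limit; inconclusive = change between -60% and -40%, or beyond the set limit; inactive = change above -40%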; note: % is set by controls: 0 for no effect and ±100 for the full control effect
# POLK inh: qHTS for Inhibitors of Polymerase Kappa. purified Pol kappa, fluorescent DNA synthesis assay, 10 min. 400,000 tested, 0.53% active. Potency, µM (series often up to 107 µM), for inactives: at the highest dose activity, negative = inhibition, usual class: inhibitors; note: potency is the fitted concentration of half-maximal effect; % is set by controls: 0 for no effect and ±100 for the full control effect
#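 10 nM Pol kappa was preincubated with compounds for 15 min at room temperature. Reaction started with 50 nM (final) substrate. Fluorescence read kinetically at 0 and 10 min.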
# Numbers without * were called inactive; i = inactive; u = inconclusive; x = not tested or not shown; & = joins results of further samples; [ ] = dose if it differs, or a comment. Unless noted, calls come from the whole dose curve; as a rule, active = well fitted curve in the direction sought with a large enough effect; inconclusive = small, poorly fitted or top-dose-only effect, or another doubt; inactive = no such curve, though single readings can be large; an effect the other way counts as inactive or inconclusive.
# Results follow in this order: Pol eta inh, POLB inh, RXFP1 antagonist, APEX1 inh, POLI inh, Anesthetic bind, BLM helicase inh, POLK inh, Tb PGK inh
O=C(c1ccc(C#CC2(O)CCCCC2)cc1)N1CCN(C(c2ccccc2)c2ccccc2)CC1
 : -20%, u, -14, -8%, 4%, -4%, -12%, -10%, 8%
CCOc1cc2[nH]c(=O)n(CCCC(=O)N3CCN(c4ccc(OC)cc4)CC3)c(=O)c2cc1OCC
 : -2%, 25%, -2, x, 20%, -1%, 1%, 1%[60.1 µM], 1%
Fc1ccccc1-c1nc(N2CCCCC2)c2ccccc2n1
 : -23%, 2%, -35, 0%, u, -11%, -7%, -6%, -1%
O=C(Nc1ccc2c(c1)OCCO2)C1CCN(c2ncccn2)CC1
 : 5%, -1%, -21, -1%, 19%, -2%, -7%, -5%, -7%
Cc1ccc(NC(=O)c2cccc(S(=O)(=O)N3CCN(c4ccc(F)cc4)CC3)c2)nc1
 : 2%, 11%, 0, 1%, 4%, -8%, -7%, -5%, -10%
Cc1cc(C)cc(C(=O)Nc2ccc(N3CCCC3)cc2)c1
 : -19%, 2%, -2, 9%, 166%[activator], u, -18%, 3%, 2%
O=C(NCC(c1cccnc1)N1CCN(c2ccccc2F)CC1)c1ccc(F)cc1 (stereo not given)
 : -12%, -2%, -13, x, u, -8%, 0%, 5%, i
COC(=O)C1=CN(Cc2cccs2)C=C(C(=O)OC)C1c1ccc(OC)cc1OC
 : -8%, 27%, -15, u, 87%[activator], 208%[activator], -10%, -4%, 9%
CC(=O)c1ccc(NS(=O)(=O)c2cccc(C(=O)Nc3ccccc3C(=O)O)c2)cc1
 : -3%, 14%, -2, 2%, -13%, -7%, -14%, -8%, -7%
COc1cc2c(cc1NC(=O)c1cccc(S(=O)(=O)N(C)C)c1)oc1ccccc12
 : -6%, 1%, x, 5%, -1%, 28%, -3%, -9%, -3%
CCC1(C)Cc2ccccc2-c2[nH][nH]c(=O)c21 (stereo not given)
 : 14%, 4%, -8, 14%, 47%[activator], -2%, 2%, -9%, 0%
Cc1c(NC(=O)c2cc(-c3ccc(Cl)s3)nc3ccccc23)c(=O)n(-c2ccccc2)n1C
 : u, u, -4, 1%, u, -15%, -3%, -21%, -4%
CC(=O)c1coc2ccc(OCC(=O)O)cc12
 : -9%, 2%, -7, u, -11%, 8%, 5%, -3%, -12%
O=C(c1cnccn1)N1CCN(C/C=C/c2ccccc2)CC1
 : -11%, 18%, 0, -4%, 6%, -12%, -1%, -13%, -3%
Cc1ccc(-c2cccc([C@H]3[C@@H]4C=CC[C@@H](C)[C@@H]4C(=O)N3Cc3ccccc3)c2)cc1
 : -16%, x, x, 7%&10%, 19%, 60%[activator][110 µM], -14%[75.6 µM], 4%, -6%

# Structural class: the compounds so far containing fluorine
# Results follow in this order: Pol eta inh, POLB inh, RXFP1 antagonist, APEX1 inh, POLI inh, Anesthetic bind, BLM helicase inh, POLK inh, Tb PGK inh
Fc1ccccc1-c1nc(N2CCCCC2)c2ccccc2n1
 : -23%, 2%, -35, 0%, u, -11%, -7%, -6%, -1%
Cc1ccc(NC(=O)c2cccc(S(=O)(=O)N3CCN(c4ccc(F)cc4)CC3)c2)nc1
 : 2%, 11%, 0, 1%, 4%, -8%, -7%, -5%, -10%
O=C(NCC(c1cccnc1)N1CCN(c2ccccc2F)CC1)c1ccc(F)cc1 (stereo not given)
 : -12%, -2%, -13, x, u, -8%, 0%, 5%, i

# The list goes on.
# Results follow in this order: Pol eta inh, POLB inh, RXFP1 antagonist, APEX1 inh, POLI inh, Anesthetic bind, BLM helicase inh, POLK inh, Tb PGK inh
O=C(c1ccc(S(=O)(=O)N2CCOCC2)cc1)N(c1ccc(F)cc1)C1C=CS(=O)(=O)C1 (stereo not given)
 : 4%, 14%, 2, -2%, 29%, -4%, -1%, -4%, x
O=C1CC(N2CCCc3ccccc32)C(=O)N1c1ccccc1 (stereo not given)
 : -20%, 15%, 0, -10%, -8%, u, 3%, -4%, i
CC(=O)N1[C@H](Cc2ccccc2)C=C[C@]1(C)C(=O)NCc1ccc(C)o1
 : 0%, 4%, x, u, u, -3%&-9%, -1%&3%, 1%, -4%
NC(=O)c1ccsc1NC(=O)C1CC1
 : -9%, 3%, x, 0%, 14%, 0%, 2%, 13%, -3%
O=C1OC2(CCCCC2)CC2=C1C1O[C@](c3ccsc3)(Cc3ccccc31)O2
 : x, -21%[22.9 µM], x, -4%[12.4 µM], x, -17%[15.3 µM], -12%[12.4 µM], x, x
CCCN(CCC)CCCNC(=O)c1cc2c(-c3ccc(Cl)cc3)nn(C)c2s1
 : -7%, 20µM*, u, x, -1%, u, 139%[activator], -10%, -4%
Cc1nn(CC(=O)N2CCN(c3ccccc3)CC2)c(=O)c2cc3sccc3n12
 : -12%, 28%, -1, x, 35%[activator], 17%, -3%, 14%, i
CN1CCc2c(n(CC(O)CN3CCN(CCO)CC3)c3ccccc23)C1=O (stereo not given)
 : -11%, -3%, -2, 1%, 111%[activator], 2%, 7%, -8%, 6%
O=C(Cc1cccs1)NC(Cc1c[nH]c2ccccc12)C(=O)O (stereo not given)
 : -10%, -23%, 1, 42%, 20%, -1%, -3%, 7%, 1%
COc1ccc(/C(C)=N/NC(=O)c2nnn(-c3nonc3N)c2-c2cccs2)cc1
 : -5%, 27%, -6, 6%, 6%, -6%, -7%, 0%, -3%
O=C(O)COc1ccc(Br)cc1/C=N\Nc1ccccn1
 : -7%, 43%, -15, -5%, 42%[activator], -3%, 3%, -8%, -4%
CC(=O)c1ccc(NS(=O)(=O)c2ccc(N)cc2)cc1
 : 11%, 12%, 1, 4%, 110%[activator], u, 9%, -6%, 2%
O=c1cc(CSc2ccc(Cl)cc2)nc(-c2ccccc2)[nH]1
 : 2%, -3%, -7, -1%, 28%, -22%, -1%, -7%, i
CCn1c(SCc2nnc(-c3ccccc3)o2)nnc1-c1ccc(S(=O)(=O)N2CCCC2)cc1
 : -6%, -14%, 3, 2%, 0%, -6%, 0%, 4%, -12%
FC(F)(F)c1ccc(Oc2ccc(Cl)cc2Br)nc1
 : -19%, -5%, -13, u, 76%[activator], -6%, 4%, -4%, i
CC1CN(Cc2c(O)ccc3c(=O)c(-c4ccccc4)coc23)CC(C)O1 (stereo not given)
 : -5%, -7%, -3, 9%, 59%[activator], -6%, -3%, -3%, 0%
O=C(Nc1nnc(C2CC2)s1)c1cc(S(=O)(=O)N2CCCCC2)ccc1N1CCOCC1
 : -19%, 3%, 5, 2%, 26%, -5%, -2%, -6%, -3%
O=C(Nc1ccccc1C(=O)NCc1cccnc1)c1ccc(Cl)cc1Cl
 : -19%, -27%, 1, 0%, 0%, -2%, 0%, 9%, -5%
CC(=O)NCCn1ccc2ccccc21
 : -13%, 12%, -2, 2%, 2%, -7%, 0%, -12%, 2%
COc1ccc(-c2nc(-c3ccccc3)c(-c3cc([N+](=O)[O-])ccc3C)[nH]2)cc1O
 : -18%, 11%, -28, -23%, 2%, u, -16%, -22%, -1%
CC(C)(C)c1ccc(OCCOCCn2c(-c3ccc(Cl)cc3)nc3ccccc3c2=O)cc1
 : -27%, 20%, -4, x, -19%, 42%[activator], -7%, -9%, 6%
O=C(Nc1nnc(-c2ccc(F)cc2)o1)c1ccc(S(=O)(=O)N2CCOCC2)cc1
 : -16%, u, 1, 0%, 5%, 0%, -9%, 1%, -8%
Cc1ccc(S(=O)(=O)n2c([N+](=O)[O-])cnc2C)cc1C
 : 2%, 19%, -5, 2%, 46%[activator], -2%, 3%, -2%, 1%
Cc1cccc(CCNC(=O)C2CCN(c3nc4ccccc4nc3C(F)(F)F)CC2)c1
 : -3%, -22%, x, x, -2%, -11%, -3%, -20%, -8%
CC1=C(C(=O)N2CCCCC2)C2(CCC(C)CC2)OC1=O (stereo not given)
 : -17%, -3%, 0, -1%, 29%, 30%, 0%, -4%, -6%
C=CCNC(=S)Nc1ccc(C)c(S(=O)(=O)N2CCCCC2)c1
 : -18%, -26%, -7, 5%, 157%[activator], -22%, -4%, -16%, 2%
CN(C)CCCNC(=O)CCc1ncc(C(F)(F)F)cc1Cl
 : 5%, 45%, -6, u, 4%, -3%, -2%, -25%, 0%
COCC(C)NC(=O)Cc1ccc(F)cc1 (stereo not given)
 : -16%, 6%, 16, 3%, 15%, 3%, 3%, -18%, i
CC(C)c1c(C(=O)N/N=C/c2ccccc2C(=O)O)nnn1-c1nonc1N
 : -7%, 11%, -6, 23%, 22%, -9%, -4%, 4%, -3%
CCOc1ccc2nc(NC(=O)COC)sc2c1
 : -13%, u, -11, 0%, 14%, 0%, 0%, -15%, -7%
COc1ccc(NC(=O)C(C)N(C)Cc2ccc3ccccc3c2)cc1 (stereo not given)
 : -2%, 13%, -14, -23%, 17%, -10%, -8%, -6%, -7%
O=C(CCNC(=O)c1ccc(Br)cc1)NNC(=O)COc1ccccc1F
 : -17%, x, -6, -1%, -1%, x, x, -4%, -3%
CCN(CC(=O)NCc1ccc(F)cc1)C(=O)Cc1c(F)cccc1Cl
 : 0%, 7%, -18, -1%, 12%, -2%, -6%, -1%, -19%
O=C(c1cc2ccccc2cc1O)N1CCN(c2ccccc2O)CC1
 : -4%, x, -5, -5%, u, x, x, 1%, -5%
CN(Cc1ccccc1)C(=O)c1ccc(NC(=O)Cc2ccc(NC(=O)C3CCCN(C(=O)C4CC4)C3)cc2)cc1 (stereo not given)
 : -21%, x, x, x, -2%, x, x, -1%, -5%
COc1cccc(C(=O)N2CCN(Cc3ccccn3)CC2)c1
 : 5%, -2%, -4, 31%, -16%, 8%, -1%, -5%[60.1 µM], -10%

# From PubChem

# Not all compounds are listed, so the mix of outcomes need not match the whole.
